MT1-MMP act inh: MT1-MMP (human) activation inhibition. HT1080 RFP-PRO-GFP cells, GFP/RFP ratio fluorescence, overnight; percent of plate control window, DMSO zero. GFP/RFP ratio change, % at 20 µM. hit rate 0.061% among 360,000;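 active = GFP/RFP ratio change of at least 30% with cell ATP level not reduced by more than half and red fluorescence within 50% of control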; also: strong numbers were not always called active
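Material: RFP-PRO-GFP reporter HT1080 cells. Dosing: single-point 20 µM compound, 1% DMSO. Controls: DMSO and RFP-L50D-GFP cell wells. Timing: cells overnight before dosing, compound overnight, 37 °C, 5% CO2. Measure: GFP/RFP fluorescence ratio.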
Rin1 Abl inh: blocks binding of human Rin1 to Abl | P00519+Q13671 | TR-FRET Rin1/Abl binding, biochemical | inhibition, % at 7.35 µM | hit rate 0.4% among 360,000 | AID 588664; in the data active = inhibition above about 5%, passing the limit was not always enough
Target sequence (P00519 whole entry, looked up): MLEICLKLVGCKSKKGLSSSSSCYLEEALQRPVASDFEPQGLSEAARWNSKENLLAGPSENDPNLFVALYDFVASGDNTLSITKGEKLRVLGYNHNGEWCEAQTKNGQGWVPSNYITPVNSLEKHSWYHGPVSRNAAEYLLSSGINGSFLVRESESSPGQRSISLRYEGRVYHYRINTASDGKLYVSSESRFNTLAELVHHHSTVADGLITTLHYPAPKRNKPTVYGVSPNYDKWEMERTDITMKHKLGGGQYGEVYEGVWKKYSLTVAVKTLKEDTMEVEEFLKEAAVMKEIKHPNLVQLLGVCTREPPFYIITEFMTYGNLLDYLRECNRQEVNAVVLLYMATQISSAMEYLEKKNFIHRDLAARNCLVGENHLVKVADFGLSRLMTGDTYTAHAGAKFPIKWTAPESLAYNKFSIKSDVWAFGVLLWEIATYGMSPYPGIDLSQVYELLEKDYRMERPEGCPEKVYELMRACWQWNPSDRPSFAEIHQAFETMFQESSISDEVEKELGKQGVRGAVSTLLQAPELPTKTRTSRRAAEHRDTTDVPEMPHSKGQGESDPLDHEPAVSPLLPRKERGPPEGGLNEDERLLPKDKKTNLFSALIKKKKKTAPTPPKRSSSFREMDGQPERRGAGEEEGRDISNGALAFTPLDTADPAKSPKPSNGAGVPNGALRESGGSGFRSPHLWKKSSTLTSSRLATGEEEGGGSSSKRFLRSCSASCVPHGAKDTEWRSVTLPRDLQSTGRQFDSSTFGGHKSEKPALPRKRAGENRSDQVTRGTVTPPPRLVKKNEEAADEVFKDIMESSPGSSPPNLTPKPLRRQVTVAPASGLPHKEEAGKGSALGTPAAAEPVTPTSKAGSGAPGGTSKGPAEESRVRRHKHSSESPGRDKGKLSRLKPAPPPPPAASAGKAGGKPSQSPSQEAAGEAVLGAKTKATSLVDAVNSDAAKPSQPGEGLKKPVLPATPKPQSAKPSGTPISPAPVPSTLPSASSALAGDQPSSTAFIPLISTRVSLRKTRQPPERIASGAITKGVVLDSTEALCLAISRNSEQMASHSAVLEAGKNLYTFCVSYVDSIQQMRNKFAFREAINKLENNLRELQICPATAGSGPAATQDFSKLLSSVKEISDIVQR
Target sequence (Q13671 whole entry, looked up): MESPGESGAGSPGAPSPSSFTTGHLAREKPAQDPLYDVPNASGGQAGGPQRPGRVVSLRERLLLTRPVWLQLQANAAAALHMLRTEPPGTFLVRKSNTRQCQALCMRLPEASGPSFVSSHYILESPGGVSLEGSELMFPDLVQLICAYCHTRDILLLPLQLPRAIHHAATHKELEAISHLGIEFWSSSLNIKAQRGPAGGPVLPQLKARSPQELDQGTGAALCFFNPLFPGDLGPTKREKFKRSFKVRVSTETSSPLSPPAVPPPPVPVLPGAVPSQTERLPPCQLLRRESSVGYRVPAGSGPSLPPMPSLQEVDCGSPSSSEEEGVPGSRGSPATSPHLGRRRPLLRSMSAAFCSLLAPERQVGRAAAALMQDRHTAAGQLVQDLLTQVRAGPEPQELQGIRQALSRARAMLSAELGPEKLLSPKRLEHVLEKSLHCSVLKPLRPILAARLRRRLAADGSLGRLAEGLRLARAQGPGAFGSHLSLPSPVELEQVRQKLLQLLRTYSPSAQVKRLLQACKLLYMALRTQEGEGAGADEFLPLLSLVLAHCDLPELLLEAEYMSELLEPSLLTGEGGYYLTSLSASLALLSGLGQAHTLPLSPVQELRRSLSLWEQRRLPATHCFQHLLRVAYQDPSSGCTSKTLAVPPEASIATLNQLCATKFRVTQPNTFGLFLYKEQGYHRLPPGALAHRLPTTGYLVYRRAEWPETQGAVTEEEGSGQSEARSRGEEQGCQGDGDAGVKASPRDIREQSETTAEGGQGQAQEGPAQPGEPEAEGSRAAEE
FAS TE block: blocks the thioesterase domain of human fatty acid synthase. P49327. recombinant FAS-TE, OMFH fluorogenic substrate, fluorescence endpoint. inhibition, % at 15 µM. hit rate 0.67% among 360,000;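 active = compounds whose normalised, plate-corrected inhibition of enzyme fluorescence in the single-dose primary screen is 50% or more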;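 also: 0% = DMSO with enzyme and 100% = substrate without enzyme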
MLLE-PAM2 inh: inhibitors of microRNA-mediated deadenylation, human PABP1 MLLE binding | inhibition, % at 20 µM | hit rate 0.36% among 360,000 | GST-MLLE / FITC-PAM2 fluorescence polarization; in the data active = inhibition above about 35%, passing the limit was not always enough;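 also: plate controls were DMSO wells with GST-MLLE for no effect and wells lacking GST-MLLE protein for full effect; some results filed as inactive read as strong as hits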
SKN-1 block: inhibitors of C. elegans SKN-1; C. elegans VP596 Pgst-4::GFP/RFP ratio, acrylamide-induced, 24 h; inhibition, % at 21.8 µM; hit rate 0.49% among 360,000;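 active = interference check ratio from 0.5 to 1.5 plus GFP to RFP signal ratio inhibition reaching or exceeding a fixed threshold, cut at about 30% in these data, passing the limit was not always enough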; also: some compounds called inactive have numbers as strong as hits
Neddylation inh: blocks human cullin neddylation; P61081+Q13564; TR-FRET cullin neddylation, biochemical; calls only at 25 µM; hit rate 0.58% among 360,000; AID 651699; in the data active = inhibition above about 36%
bovine MsrA act: activates bovine MsrA enzyme | activation, % at 10.6 µM | purified bovine MsrA, absorbance read-out | hit rate 0.3% among 360,000; in the data active = activation above about 7.5%;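 also: 0% = vehicle and 100% = reference activator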
CendR NRP1 mod: modulators of CendR peptide binding to human neuropilin-1. O14786. FAM-RPARPAR peptide binding to NRP-1, fluorescence polarization. inhibition, % at 25 µM. hit rate 0.85% among 360,000;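 active = inhibition or corrected inhibition above about 18%, plus a signal ratio from 0.5 to 1.5, limit read from the data, passing the limit was not always enough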; also: strong numbers were not always called active
eLon inh: inhibitors of E. coli Lon protease; inhibition, % at 7.94 µM; P0A9M0; purified E. coli Lon protease, fluorescence polarization; hit rate 0.42% among 360,000; in the data active = inhibition above about 13%, passing the limit was not always enough;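 also: 0% = enzyme with probe and DMSO and 100% = no enzyme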
Active calls of the source: *; i = inactive; nt = no result given.

SMILES	MT1-MMP act inh	Rin1 Abl inh	FAS TE block	MLLE-PAM2 inh	SKN-1 block	Neddylation inh	bovine MsrA act	CendR NRP1 mod	eLon inh
CCCCC[n+]1ccn(C2=C([O-])c3ccccc3C(=O)/C2=N\S(=O)(=O)c2ccc(Cl)cc2)c1	6	-3	5	6	-7	i	-2	21	-2
COc1ccc(C#Cc2c(-c3ccccc3)n(C)c3ccccc23)cc1	0	0	20	0	16	i	0	-15	11
O=C(O)C(=O)Nc1ncn[nH]1	-1	0	-9	4	26	i	-2	10	2
CCCn1c(C(C)Nc2nc(C)cs2)nc2cc(Cl)c(Cl)cc21 (stereo not drawn)	1	2	8	-95	1	i	0	-1	116*
CCc1ccc(CN2CCC(n3nccc3NC(=O)C3CCCC3)CC2)cc1	7	-2	-2	0	8	i	-6	1	2
CC(CC(=O)Nc1cccc(Cl)c1)c1ccccc1 (stereo not drawn)	-1	0	0	6	3	i	-9	-2	1
CCOC(=O)N1CCC(Nc2c(NCCCOC)c(=O)c2=O)CC1	-1	1	-5	-8	19	i	-6	3	-6
CC(=O)Nc1c2c(nn1-c1ccccc1C)CSC2	1	1	-6	24	-4	i	0	1	2
O=S(=O)(c1ccccc1S(=O)(=O)N1CCCCC1)N1CCCCC1	0	-4	-3	-2	5	i	-4	15	-3
O=C(c1ccc(S(=O)(=O)Nc2ccccc2F)cc1)N1CCCC1	-3	0	-5	-1	-8	i	-3	2	-2
Cc1ccnc(NS(=O)(=O)c2ccc(NC(=O)c3snnc3C)cc2)n1	-2	3	-4	-7	-1	i	-3	-2	-8
CN(c1ccc(OCC(=O)Nc2cc(Cl)ccc2C(=O)O)cc1)S(=O)(=O)c1ccc(F)cc1	-3	-2	10	-4	9	i	-4	-1	-2
COc1cccc(CNC(=O)CN(c2ccc(C(C)C)cc2)S(=O)(=O)c2c(C)noc2C)c1	-6	5	15	3	5	i	-8	-2	-23
Cc1cccc(-c2ccc3c(c2)C2CC3CCN2C)c1 (stereo not drawn)	3	1	-10	3	-3	i	2	3	-6
CCN(CC)P(=O)(Nc1ccccc1Br)c1ccc(N(C)C)cc1NC(=O)c1ccco1 (stereo not drawn)	-12	6	23	-20	8	i	-4	8	-3
Cn1cnnc1Sc1ccc(C(=O)NCCC(c2ccccc2)c2ccccc2)cc1[N+](=O)[O-]	-1	1	32	-80	-4	i	-1	-5	6
CCS(=O)(=O)c1ccc(O)c(NC(=O)NC2CCCCC2)c1	-2	-1	-2	-14	-4	i	-2	2	-6
O=C(NC(=S)N1CCN(c2ccc(C(F)(F)F)cc2[N+](=O)[O-])CC1)c1cccs1	5	-1	13	15	-3	i	-2	8	12
Brc1ccccc1C1Nc2cccc3cccc(c23)N1	4	-3	22	8	1	i	-4	1	-7
CCOc1ccc2c(c1)nc(SCC(=O)c1ccc(Br)s1)n2C	-11	-30	11	-106	7	i	-8	10	-5
CCC(=O)N1CCc2cc(S(=O)(=O)N3CCN(c4ccccc4)CC3)ccc21	-3	2	13	5	-20	i	-6	7	-4
O=C(Nc1ncccn1)c1cccc(Cl)c1	-1	-3	-5	11	10	i	-2	-84	-5
COc1ccc(CNC(=O)CSc2ncnc3nc[nH]c23)cc1	2	0	-6	-12	-2	i	-2	-6	-8
O=C(CSc1n[nH]c(-c2ccc(S(=O)(=O)NC3CCCCC3)cc2)n1)N1CCCC1	-3	-2	-7	-27	0	nt	-1	-9	-5
O=C(NCc1ccc2c(c1)OCO2)C1CC(c2ccc(Cl)cc2)=NO1 (stereo not drawn)	0	0	-8	-10	2	i	-2	-3	2
Cc1ccc(-c2nn(CC(=O)Nc3ccc4c(c3)nc3n4CCOC3)c(=O)c3ccccc23)cc1	2	-3	-12	9	-1	i	-2	-14	9
CC[C@]12c3[nH]c4cc(-c5ccco5)ccc4c3CCN1C(=O)[C@@H](CC(=O)NCCCOC)C[C@@H]2C(=O)N1CCN(C(=O)c2ccco2)CC1	-3	-1	-8	-9	26	nt	3	-14	-10
CCCCc1ccc(NC(=O)C(=O)NCCN2CCN(Cc3ccc([N+](=O)[O-])cc3)CC2)cc1	1	2	5	8	7	i	-1	-1	4
Cc1cc(C(=O)N2CCN(c3ncccc3C#N)CC2)no1	5	-3	-3	0	2	i	-2	8	-4
CCn1c(=O)n(CCOC)c(=O)c2c3c(sc21)CCCC3	-2	1	0	10	26	i	0	0	1
Cc1ccc(NC(=S)N(CCN(C)C)C(C)c2ccco2)cc1Cl (stereo not drawn)	2	-3	23	10	-8	i	-1	1	6
O=C(O)c1cc(-c2ccccc2)c(N2CCOCC2)s1	-1	-4	3	28	7	i	-2	-18	5
Cc1nn(CC(=O)NCCCN2C(C)CCCC2C)c(=O)c2cc3occc3n12 (stereo not drawn)	-1	-2	-6	-1	6	i	1	9	-2
CN(C)c1ccc(N2CC(C)(C)C2=O)cc1	-1	-3	-2	-17	8	i	-1	10	3
Cc1nn(-c2ccccc2)nc1CNS(C)(=O)=O	1	-1	-8	-3	-9	i	-2	9	-1
O=C(NCC(O)c1ccc([N+](=O)[O-])cc1)C1=COCCO1 (stereo not drawn)	-2	1	2	4	1	i	-6	-4	0

Next part; the last 4 above are carried over.
SMILES	MT1-MMP act inh	Rin1 Abl inh	FAS TE block	MLLE-PAM2 inh	SKN-1 block	Neddylation inh	bovine MsrA act	CendR NRP1 mod	eLon inh
Cc1nn(CC(=O)NCCCN2C(C)CCCC2C)c(=O)c2cc3occc3n12 (stereo not drawn)	-1	-2	-6	-1	6	i	1	9	-2
CN(C)c1ccc(N2CC(C)(C)C2=O)cc1	-1	-3	-2	-17	8	i	-1	10	3
Cc1nn(-c2ccccc2)nc1CNS(C)(=O)=O	1	-1	-8	-3	-9	i	-2	9	-1
O=C(NCC(O)c1ccc([N+](=O)[O-])cc1)C1=COCCO1 (stereo not drawn)	-2	1	2	4	1	i	-6	-4	0
O=C(NCC(=O)N(c1cccc(F)c1)C(C(=O)NCC1CCCO1)c1ccccc1)c1ccco1 (stereo not drawn)	-1	3	-5	1	5	i	1	7	-2
N#CCCN(C(=O)COC(=O)CCNS(=O)(=O)c1ccccc1)c1ccccc1	2	1	-6	-6	-10	i	-9	6	9
O=C(O)CSc1nc2ccc(Cl)cc2[nH]1	3	3	-9	-18	-30	i	-9	-2	0
O=C(Nc1ccc2c(c1)OCCO2)C1c2ccccc2OCC(=O)N1C1CC1 (stereo not drawn)	1	nt	-6	nt	3	i	-4	-4	-7
Cc1ccc(SCCOCCN2CCOCC2)cc1	2	0	-4	-6	18	i	0	-7	-5
O=C(CSc1ccc2nnc(-c3ccccn3)n2n1)Nc1ccc2c(c1)OCO2	2	-4	-7	4	7	i	-4	-9	-1
Cc1ccc(-n2nc3ccc(NC(=O)c4ccco4)cc3n2)cc1	-3	-3	16	3	30	nt	-1	3	5
CCCCCC(=O)N1C[C@H](O)[C@@H](n2cc(-c3ccc(F)cc3)nn2)C[C@@H]1c1ccc(OC)cc1	-1	-3	10	-21	-9	i	-1	4	3
CCC(C)NS(=O)(=O)c1ccc(NC(=O)C(Sc2ccccc2)c2ccccc2)cc1 (stereo not drawn)	-15	2	30	8	0	i	-2	1	0
O=C(c1ccccc1)N1CCN(c2ncccn2)CC1	-1	1	-3	7	18	i	0	16	-1
CCS(=O)(=O)N1Cc2ccccc2CC1C(=O)Nc1ccc(F)c(F)c1 (stereo not drawn)	3	2	2	-18	17	i	-3	2	0
COc1ccc(OC)c(CN2C(=O)CSCC2(C)C(=O)NC(C)C)c1 (stereo not drawn)	2	nt	nt	nt	13	i	nt	8	nt
OC(COc1ccccc1)CN1CCN(Cc2ccc3c(c2)OCO3)CC1 (stereo not drawn)	3	2	-3	-4	10	i	-6	7	-9
c1ccc(Cn2nnnc2C(c2cccs2)N2CCc3ccccc3C2)cc1 (stereo not drawn)	-15	0	29	8	4	i	0	-1	2
Cn1cnnc1SCC(=O)NN1C(=O)NC(C)(c2ccccc2)C1=O (stereo not drawn)	-2	-2	-4	-8	-1	i	-4	14	-8
CCCC(NC(=O)CCc1c(C)c2cc3c4c(oc3c(C)c2oc1=O)CCCC4)C(=O)O (stereo not drawn)	-2	-4	-4	0	2	nt	-8	-2	-20
CCCn1nnc(NC(=O)c2ccccc2Br)n1	5	2	-6	13	13	i	-2	-4	-3
COc1ccccc1S(=O)(=O)N(C)C[C@H]1Oc2cc(Br)ccc2S(=O)(=O)N([C@@H](C)CO)C[C@H]1C	1	-1	4	-5	4	i	-3	1	3
Cc1ccc(N2C(=O)CCC2(C(N)=O)c2ccccc2)cc1 (stereo not drawn)	5	3	-3	5	3	i	-3	-2	-3
COCCNC(=O)C(c1ccc(C)o1)N(CC1CCCO1)C(=O)Cn1nnc2ccccc21 (stereo not drawn)	5	2	-5	-7	3	i	-1	-2	-2
CCc1sc(/C=C(/C#N)C(N)=S)cc1[N+](=O)[O-]	-22	0	2	31	7	i	1	2	-16
Cc1oc(-c2ccccc2F)nc1CS(=O)(=O)CC(=O)N1CCOCC1	3	3	-7	-3	-8	i	-6	-7	-3
Cc1cc(/C=C2\NC(=O)NC2=O)c(C)n1-c1cccnc1	1	1	-5	3	-4	i	-4	5	1
COc1ccc(NC(=O)CCCOc2ccc(Cl)c(C)c2)cc1S(=O)(=O)N1CCOCC1	0	2	14	1	-5	i	-1	-3	-17
COc1ccccc1NC(=O)CN1C(=O)COc2ccc(S(=O)(=O)N3CCC(C)CC3)cc21	-1	0	16	-8	18	i	-3	8	3
CN(C)/C=C/C(=O)c1ccc2noc(-c3ccccc3)c2c1	-19	-3	-2	4	9	i	-2	9	-2
Cc1ccc(NC(=O)C2(C)CCN2C(=O)C2(c3ccc(Cl)cc3)CC2)cc1 (stereo not drawn)	-2	0	19	2	15	i	0	11	-1
C=CCn1c(SCC(=O)Nc2sccc2C(N)=O)nc2sc(C)c(C)c2c1=O	3	0	12	-13	4	i	-8	-11	-2
CSc1oc(-c2ccccc2)nc1S(=O)(=O)c1ccc(C)cc1	-5	-6	39	-10	-5	i	8.0*	4	-4
Cc1ccc(-n2nnnc2-c2ccccc2)cc1	6	0	-1	10	9	i	-4	3	-7
COC(=O)[C@@]1(Cc2ccccc2)[C@H]2C(=O)N(Cc3ccccc3)C(=O)[C@H]2[C@H]2CN=C(SC)N21	1	-2	3	-5	11	i	0	12	-5
COc1ccc2c(c1)c[n+](C)c1c3cc(OC)c(OC)cc3ccc21	3	nt	-3	nt	4	i	-2	-5	-8
COc1cc(-c2cc(C(=O)Nc3ccc(S(N)(=O)=O)cc3)c3ccccc3n2)cc(OC)c1OC	0	-2	8	-12	13	nt	0	-4	4
CC1(C)S/C(=N/N=C/c2ccco2)NC1=O	8	3	-12	-21	-3	i	-14	7	1
COCC(C)N1CCC(Oc2ccc(C(=O)N3CCCC3)cc2)CC1 (stereo not drawn)	-1	1	-4	-9	17	i	0	14	-4
O=C(Nc1ccccc1-c1nnn(CC(=O)N2CCCc3ccccc32)n1)c1ccco1	8	1	39	-16	12	i	-1	9	6
CN1CCN(C(=O)/C(=C\c2ccccc2)c2ccccc2)CC1	0	1	-16	-7	9	i	-10	2	-2
COc1cc(-c2ccc3oc(-c4cccc(C)c4)c(C#CC4(O)CCCCC4)c3c2)cc(OC)c1OC	2	0	18	4	-12	nt	-9	-5	-15
CCCOCC(O)CC(CC)C(=O)NNC(=S)Nc1ccccc1 (stereo not drawn)	3	-3	-3	2	-9	i	-7	1	-14
CCCn1nnnc1NCc1cccc(Cl)c1	3	-1	-2	-5	-1	i	-5	9	-4

From PubChem BioAssay
